EP2 mod = modulators of human EP2 prostaglandin E2 receptor; induction, % at 25 µM; EP2-expressing cells, cAMP HTRF FRET, PGE2 co-stimulation; P43116; hit rate 0.83% among 260,000;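 active = compounds whose cAMP rise, as percent of the full-agonist control response, exceeds 60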;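 also: rat C6 glioma line stably carrying human EP2 under a CMV promoter; the protocol text gives 20 µM as final concentration; 100% = response of wells given 1 µM PGE2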
Target sequence (P43116 whole entry, looked up): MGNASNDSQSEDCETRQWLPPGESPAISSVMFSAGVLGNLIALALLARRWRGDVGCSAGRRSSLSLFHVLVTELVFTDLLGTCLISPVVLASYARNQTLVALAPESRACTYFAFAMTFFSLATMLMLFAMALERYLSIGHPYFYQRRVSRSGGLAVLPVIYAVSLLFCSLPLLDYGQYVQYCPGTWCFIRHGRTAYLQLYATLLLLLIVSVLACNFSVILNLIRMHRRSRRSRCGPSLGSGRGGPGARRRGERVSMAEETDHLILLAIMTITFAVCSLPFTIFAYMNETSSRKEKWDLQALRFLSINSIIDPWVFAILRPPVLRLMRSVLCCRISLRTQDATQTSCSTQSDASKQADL
Runt-CBFb FRET = inhibitors of human RUNX1 Runt domain binding to CBFb; hit rate 0.46% among 220,000; AID 1496; Cerulean-Runt/Venus-CBFb FRET ratio 530/480, 1 h; inhibition, % at 20 µM; Q01196+Q13951;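 active = inhibition over about 50% at 20 µM in the single-dose screen, limit read from the data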;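 also: 0% = DMSO wells and 100% = excess unlabeled CBFb competitor control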
Target sequence (Q01196 whole entry, looked up, the tested form may be a part): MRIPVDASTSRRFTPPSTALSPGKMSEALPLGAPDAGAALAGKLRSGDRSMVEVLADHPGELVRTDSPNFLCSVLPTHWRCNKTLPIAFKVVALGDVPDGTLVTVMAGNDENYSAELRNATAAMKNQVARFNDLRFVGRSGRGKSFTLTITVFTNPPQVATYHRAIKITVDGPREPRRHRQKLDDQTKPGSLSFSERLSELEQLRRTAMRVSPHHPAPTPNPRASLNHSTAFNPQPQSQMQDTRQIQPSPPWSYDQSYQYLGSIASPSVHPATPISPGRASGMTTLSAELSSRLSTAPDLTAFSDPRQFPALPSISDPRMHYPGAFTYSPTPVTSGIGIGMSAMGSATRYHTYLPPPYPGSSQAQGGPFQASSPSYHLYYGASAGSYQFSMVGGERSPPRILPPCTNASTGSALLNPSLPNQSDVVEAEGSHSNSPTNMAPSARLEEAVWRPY
Target sequence (Q13951 whole entry, looked up, the tested form may be a part): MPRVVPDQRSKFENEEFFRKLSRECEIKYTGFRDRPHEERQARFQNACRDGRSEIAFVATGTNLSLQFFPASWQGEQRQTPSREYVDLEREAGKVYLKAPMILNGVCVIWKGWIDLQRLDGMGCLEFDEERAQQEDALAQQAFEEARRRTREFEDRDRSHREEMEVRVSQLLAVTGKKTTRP
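Doses: 20 µM compound in 1% DMSO | Material: Cerulean-labeled Runt domain protein | Amount: Each fluorescent fusion protein 100 nM | Schedule: Two 1 h room-temperature incubations shielded from light | Measured by: FRET fluorescence | Evaluation: Loss of energy transfer signal | Controls: Unlabeled CBFb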
Runt-SMMHC FRET = Runt domain-CBFb-SMMHC interaction inhibition; hit rate 0.74% among 220,000; inhibition, % at 20 µM; AID 1434; Cerulean-Runt/Venus-CBFb-SMMHC FRET ratio 530/480, 1 h; Q01196+Q13951;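 active = mean inhibition across duplicate retests at 20 µM reaching about 50%, limit read from the data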;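 also: 0% = DMSO wells and 100% = wells with excess untagged CBFb-SMMHC; inhibitors lower the FRET ratio by blocking Runt binding to CBFb-SMMHC; some results filed as inactive read as strong as hits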
EP2 antag = EP2 receptor (human) inhibition | hit rate 0.52% among 260,000 | inhibition, % at 25 µM | C6 glioma cells expressing human EP2, cAMP TR-FRET; cells stimulated with saturating PGE2 | P43116;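 active = percent inhibition above 40 after rounding to a whole number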;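 also: rat C6 glioma host cells with rolipram phosphodiesterase inhibitor present; the protocol text gives 20 µM as final concentration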
Starred values were filed as active, the others as inactive; / = no result given; & = joins results of further samples; ! = not active in a repeat. An excerpt; count on the stated rates, not on these rows.

Letters – A = EP2 mod; B = Runt-CBFb FRET; C = Runt-SMMHC FRET; D = EP2 antag
O=C(CSc1nc(-c2ccco2)cc(C(F)(F)F)n1)NC1CCCCCC1
  A: -141 | B: / | C: / | D: 13

COc1cc(NC(=O)CSc2nc3cc(C)cc(C)c3cc2C#N)cc(OC)c1
  A: 22 | B: / | C: / | D: 8

COc1ccc2[nH]c(=O)c(CN(CCN(C)C)C(=S)Nc3cccc(C)c3)cc2c1
  A: -74 | B: / | C: / | D: 13

CCNC(=S)N(CCN(C)C)Cc1cc2cccc(C)c2[nH]c1=O
  A: -19 | B: / | C: / | D: 10

CC(C)NC[C@H](O)c1ccc(O)c(O)c1
  A: 76*! | B: / | C: / | D: 11&12

COc1ccc(-c2cnc(NC(=O)CCn3nc(C)c(C)c3C)n2C)cc1
  A: -50 | B: / | C: / | D: 4

COCc1cc(C)nc(SCC(=O)Nc2cccc(Cl)c2)c1C#N
  A: -29 | B: / | C: / | D: 24

Cn1c(=O)c2c(nc(NC3CCCCC3)n2CC(O)CO)n(C)c1=O (centres undefined)
  A: 12 | B: / | C: / | D: 7

COc1ccc(-c2ccnc(SCC(=O)Nc3nc4c(s3)CCCC4)n2)cc1
  A: -7 | B: / | C: / | D: 8

CCC(c1nnnn1Cc1ccccc1)N(Cc1ccco1)Cc1cc2cc(C)cc(C)c2[nH]c1=O (centres undefined)
  A: 31 | B: / | C: / | D: 11

CCN(C(=O)c1cccc(OC)c1OC)c1nnc(-c2ccccc2C)s1
  A: -28 | B: / | C: / | D: 20

CCc1ccccc1NC(=O)C1(C)Cc2ccccc2C(=O)O1 (centres undefined)
  A: -44 | B: / | C: / | D: 9

CCN(CC)CCCN1C(=O)C(O)=C(C(=O)c2ccco2)C1c1cc(OC)ccc1OC (centres undefined)
  A: / | B: -3 | C: -5 | D: /

O=C(O)C1CC=CCC1C(=O)N1CCN(c2nc(-c3ccccc3Cl)c3cc(Br)ccc3n2)CC1 (centres undefined)
  A: / | B: 17 | C: 46 | D: /

Cn1c(=O)c2c(nc(N3CCOCC3)n2CC(=O)c2ccccc2)n(C)c1=O
  A: / | B: -2 | C: -146 | D: /

CC1Cc2ccccc2N1C(=O)CSc1nnc(-c2ccc(S(=O)(=O)N3CCCCC3)cc2)o1 (centres undefined)
  A: / | B: -4 | C: -4 | D: /

Cc1ccc2cc(CN(Cc3cccs3)Cc3nnnn3C(C)(C)C)c3nnnn3c2c1
  A: / | B: 0 | C: 2 | D: /

Cn1c(O)c(C=Nc2ccc(Cc3ccncc3)cc2)c(=O)n(C)c1=O
  A: / | B: 1 | C: 28 | D: /

Cc1ccc(OCc2nn3c(-c4n[nH]c5c4CCC5)nnc3s2)cc1
  A: / | B: -1 | C: 0 | D: /

COC(=O)c1c(N)n(-c2ccc(N3CCOCC3)cc2)c2nc3ccccc3nc12
  A: / | B: -1 | C: -1 | D: /

Cc1cc(NC(=O)CSc2nnc3c(C)cc4cc5c(cc4n23)OCO5)no1
  A: / | B: -1 | C: 4 | D: /

CCN(CC)CCCN1C(=O)C(O)=C(C(=O)c2ccc(C)o2)C1c1cccs1 (centres undefined)
  A: / | B: 1 | C: 0 | D: /

CCCn1c(=O)c(C(=O)Nc2cnccn2)c(O)c2ccccc21
  A: / | B: -1 | C: 0 | D: /

Cc1ccc(S(=O)(=O)c2cc3c(=O)n4cccc(C)c4nc3n(CC3CCCO3)c2=N)cc1 (centres undefined)
  A: / | B: 112* | C: 38 | D: /

Cn1c(=O)c2c(SCC(=O)NCC3CCCO3)nc(-c3cccs3)nc2n(C)c1=O (centres undefined)
  A: / | B: 1 | C: 0 | D: /

Reformatted: entries from further up.
Every second line gives: EP2 mod, Runt-CBFb FRET, Runt-SMMHC FRET, EP2 antag
- CC(C)NC[C@H](O)c1ccc(O)c(O)c1
→ 76*!, /, /, 11&12
- COc1ccc(-c2cnc(NC(=O)CCn3nc(C)c(C)c3C)n2C)cc1
→ -50, /, /, 4

Of the compounds above, these have a thiophene ring, fused or not.
Letters – A = EP2 mod; B = Runt-CBFb FRET; C = Runt-SMMHC FRET; D = EP2 antag
Cc1ccc2cc(CN(Cc3cccs3)Cc3nnnn3C(C)(C)C)c3nnnn3c2c1
  A: / | B: 0 | C: 2 | D: /

CCN(CC)CCCN1C(=O)C(O)=C(C(=O)c2ccc(C)o2)C1c1cccs1 (centres undefined)
  A: / | B: 1 | C: 0 | D: /

Cn1c(=O)c2c(SCC(=O)NCC3CCCO3)nc(-c3cccs3)nc2n(C)c1=O (centres undefined)
  A: / | B: 1 | C: 0 | D: /

The results go on:
Letters – A = EP2 mod; B = Runt-CBFb FRET; C = Runt-SMMHC FRET; D = EP2 antag
CCn1c(SCC(=O)Nc2ccccc2C(=O)OC)nc2c1c(=O)n(C)c(=O)n2C
  A: / | B: -1 | C: 0 | D: /

Cc1cc(C)c2c(n1)nn1c(N3CCN(Cc4ccccc4)CC3)cc(C)nc21
  A: / | B: 18 | C: 45 | D: /

CCN(CC)CCN1C(=O)C(=O)/C(=C(/O)c2ccc(OCC(C)C)cc2)C1c1ccncc1 (centres undefined)
  A: / | B: -1 | C: -1 | D: /

COCCN1CN=C(Nc2nc(C)c3ccc(C)cc3n2)NC1
  A: / | B: -1 | C: -1 | D: /

COc1cccc(C2/C(=C(\O)c3c(C)nc4c(C)cccn34)C(=O)C(=O)N2CCCN(C)C)c1OC (centres undefined)
  A: / | B: -2 | C: 2 | D: /

CSC1=C(C#N)C(c2ccccc2Cl)C2=C(CCCC2=O)N1 (centres undefined)
  A: / | B: -1 | C: -1 | D: /

COc1cccc(/C(O)=C2/C(=O)C(=O)N(CCCN(C)C)C2c2cccc(Cl)c2)c1 (centres undefined)
  A: / | B: -4 | C: -2 | D: /

CC(=O)c1oc2ccccc2c1NC(=O)COC(=O)c1ccc(-n2nc(C)cc2C)cc1
  A: / | B: 1 | C: 1 | D: /

OC(CNC1CCCCC1)CN1CCN(CC(O)CNC2CCCCC2)CC1 (centres undefined)
  A: / | B: 0 | C: -3 | D: /

Cc1noc2nc(-c3cccs3)cc(-c3nnc4n3CCCCC4)c12
  A: / | B: 2 | C: 12 | D: /

CCCC(=O)N1CCN(c2ccc(C(=O)c3ccc(OC)c(Br)c3)cc2F)CC1
  A: / | B: 0 | C: 4 | D: /

Cc1nc(SCc2nnc(-c3ccc(Cl)cc3)o2)c2c3c(sc2n1)CCC3
  A: / | B: 0 | C: 1 | D: /

CCOc1cc(-c2ccc3c(c2)OCO3)cc(=O)c2c(C)oc(C)c12
  A: / | B: 3 | C: -1 | D: /

Cc1ccc2c(C)nc(NC3=NCN(CCc4ccccc4)CN3)nc2c1
  A: / | B: 0 | C: 5 | D: /

COc1ccc(C2C(C(C)=O)=C(O)C(=O)N2CCN(C)C)cc1OC (centres undefined)
  A: / | B: -168 | C: 4 | D: /

COc1cccc(C2/C(=C(\O)c3c(C)nc4c(C)cccn34)C(=O)C(=O)N2CCCN(C)C)c1 (centres undefined)
  A: / | B: 0 | C: -4 | D: /

CCOC(=O)Cn1c(=O)c2c(nc3n2CCN3c2ccc(C)cc2)n(C)c1=O
  A: / | B: 0 | C: 5 | D: /

Cc1sc2nc(-c3cccs3)nc(N3CCCN(C)CC3)c2c1C
  A: / | B: -1 | C: -2 | D: /

Cc1ccc(-n2nc(C)c(C3C(C#N)=C(N)OC4=C3C(=O)CC(C)(C)C4)c2Cl)cc1 (centres undefined)
  A: / | B: -2 | C: 1 | D: /

Cn1c(=O)c2c3c(sc2n2c(SCc4ccc5c(c4)OCO5)nnc12)COC(C)(C)C3
  A: / | B: -1 | C: -7 | D: /

COc1ccc(CSc2nnc3n(C)c(=O)c4c5c(sc4n23)CCCC5)cc1
  A: / | B: -1 | C: -2 | D: /

O=C(CCCCC(=O)N1CCN(c2ccccc2)CC1)N1CCN(c2ccccc2)CC1
  A: / | B: -1 | C: 3 | D: /

CC1CCCCC1NC(=O)CSc1nc2ccccc2c(=O)n1Cc1ccco1 (centres undefined)
  A: / | B: -1 | C: 4 | D: /

Cc1cc(C)cc(N(CC(=O)NC2CCCCC2)C(=O)CCC(=O)Nc2cc(C)ccn2)c1
  A: / | B: 1 | C: 4 | D: /

CCOC(=O)c1cc2c(=O)n3cc(C)ccc3nc2n(Cc2cccnc2)c1=N
  A: / | B: 10 | C: 42 | D: /

The list goes on; the last 2 above are carried over.
Letters – A = EP2 mod; B = Runt-CBFb FRET; C = Runt-SMMHC FRET; D = EP2 antag
Cc1cc(C)cc(N(CC(=O)NC2CCCCC2)C(=O)CCC(=O)Nc2cc(C)ccn2)c1
  A: / | B: 1 | C: 4 | D: /

CCOC(=O)c1cc2c(=O)n3cc(C)ccc3nc2n(Cc2cccnc2)c1=N
  A: / | B: 10 | C: 42 | D: /

O=c1c2c3nc4ccccc4nc3n(-c3cccc(F)c3)c2ncn1Cc1ccc2c(c1)OCO2
  A: / | B: -3 | C: 4 | D: /

Cc1sc2nc3n(c(=O)c2c1C)Cc1ccccc1-3
  A: / | B: -1 | C: -4 | D: /

Cc1ccc(S(=O)(=O)c2cc3c(=O)n4cccc(C)c4nc3n(Cc3ccco3)c2=N)cc1C
  A: / | B: 48 | C: 65* | D: /

Cc1ccc2nc(NC3=NCN(C4CCCCC4)CN3)nc(C)c2c1
  A: / | B: -1 | C: 2 | D: /

c1ccc(N(c2ccccc2)c2nc(N3CCOCC3)nc(N3CCOCC3)n2)cc1
  A: / | B: -4 | C: -2 | D: /

Clc1ccc(-c2nn3c(-c4ccncc4)nnc3s2)c(Cl)c1
  A: / | B: -1 | C: 2 | D: /

Clc1ccc2nc(NC3=NCN(CCN4CCOCC4)CN3)nc(-c3ccccc3)c2c1
  A: / | B: 0 | C: 3 | D: /

CCOc1ccc2nc(NC3=NCN(Cc4ccco4)CN3)nc(C)c2c1
  A: / | B: 0 | C: 6 | D: /

Cc1ccc(Cn2c(SCC(=O)Nc3cccc(C)n3)nc3c2c(=O)n(C)c(=O)n3C)cc1
  A: / | B: 1 | C: -3 | D: /

c1cncc(-c2nc(Oc3ccc(-c4nnco4)cc3)c3c4c(sc3n2)CCCC4)c1
  A: / | B: 3 | C: 12 | D: /

COc1ccccc1-c1nn2c(-c3ccccc3Cl)nnc2s1
  A: / | B: -2 | C: 3 | D: /

Cc1ccc(CN2C(=O)/C(=C3\SC(N4CCOCC4)=NC3=O)c3cc(Br)ccc32)cc1
  A: / | B: 1 | C: -3 | D: /

Cc1ccc2c(nc3s/c(=C/c4cccs4)c(=O)n32)c1C
  A: / | B: -7 | C: -42 | D: /

O=C(O)CN1CCOCCOCCN(CC(=O)O)CCOCCOCC1
  A: / | B: 1 | C: -4 | D: /

CCCOc1ccc(/C(O)=C2/C(=O)C(=O)N(CCN(CC)CC)C2c2ccncc2)cc1 (centres undefined)
  A: / | B: 0 | C: -1 | D: /

Cc1cc2nc(NC3=NCN(CCN4CCOCC4)CN3)nc(C)c2cc1C
  A: / | B: -1 | C: 1 | D: /

CN(C)CCCN1C(=O)C(=O)/C(=C(/O)c2ccc(OCc3ccccc3)cc2)C1c1cccnc1 (centres undefined)
  A: / | B: -1 | C: 3 | D: /

COc1ccc(-c2nnc3n2N=C(c2ccccc2)CS3)cc1OC
  A: / | B: 1 | C: -1 | D: /

CCn1c(SCC(=O)Nc2nc3c(s2)CCCC3)nc2c1c(=O)n(C)c(=O)n2C
  A: / | B: -3 | C: 4 | D: /

Cc1ccc(-c2nn(-c3ccccc3)c3[nH]c(=O)c(CNCCN(C)C)cc23)cc1
  A: / | B: -1 | C: -5 | D: /

COc1ccc(-c2nnc3sc(-c4ccc(Br)o4)nn23)cc1OC
  A: / | B: 3 | C: 1 | D: /

CCCn1c(=NC(=O)c2ccc3c(c2)OCO3)c(C#N)cc2c(=O)n3cccc(C)c3nc21
  A: / | B: 125* | C: 67* | D: /

CC12CN3CC(C)(CN(C1)C31C(=O)N(Cc3ccccc3)c3ccccc31)C2=O (centres undefined)
  A: / | B: 3 | C: -3 | D: /

CC(=O)c1sc(-c2c(C)nc3sccn23)nc1C1CCCC1
  A: / | B: 2 | C: 6 | D: /

Cc1ccccc1NC(=O)c1c(O)c2cccc3c2n(c1=O)CCC3
  A: / | B: -1 | C: -3 | D: /

CCCn1c(=O)c(C(=O)Nc2c(C)n(C)n(-c3ccccc3)c2=O)c(O)c2ccccc21
  A: / | B: -7 | C: -9 | D: /

Cc1ccc(Cn2c(=O)c3ccccc3n3c(SCC(=O)N4CCCCC4C)nnc23)cc1 (centres undefined)
  A: / | B: -9 | C: -6 | D: /

COc1cccc(C2/C(=C(/O)c3ccncc3)C(=O)C(=O)N2CCCN(C)C)c1 (centres undefined)
  A: / | B: 0 | C: -2 | D: /

c1csc(-c2nn3c(-c4ccncc4)nnc3s2)c1
  A: / | B: -1 | C: 3 | D: /

CC1(C)CN=C(N2CCN(C3=NCC(C)(C)S3)CC2)S1
  A: / | B: -2 | C: 0 | D: /

Cc1nc2c3c(-c4ccccc4)c(-c4ccccc4)oc3ncn2n1
  A: / | B: -1 | C: -1 | D: /

Cc1ccn2cc(-c3ccc(S(=O)(=O)N4CCOCC4)cc3)nc2c1
  A: / | B: 1 | C: -1 | D: /

Assay outcomes deposited in PubChem by several laboratories.
